Screening results (PubChem)
EBI2 antag: antagonists of human EBI2 receptor. inhibition, % at 5 µM. EBI2 beta-arrestin recruitment, luminescence, 7a,25-OHC stimulated. P32249. 0.81% of 360,000 active; in the data active = inhibition above about 38%;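 note: enzyme fragment complementation signal reports receptor beta-arrestin coupling in cells; 0% = agonist plus DMSO wells and 100% = wells without agonist; some results beyond the cut were filed as inactive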
Target sequence (P32249 whole entry, looked up, the tested form may be a part): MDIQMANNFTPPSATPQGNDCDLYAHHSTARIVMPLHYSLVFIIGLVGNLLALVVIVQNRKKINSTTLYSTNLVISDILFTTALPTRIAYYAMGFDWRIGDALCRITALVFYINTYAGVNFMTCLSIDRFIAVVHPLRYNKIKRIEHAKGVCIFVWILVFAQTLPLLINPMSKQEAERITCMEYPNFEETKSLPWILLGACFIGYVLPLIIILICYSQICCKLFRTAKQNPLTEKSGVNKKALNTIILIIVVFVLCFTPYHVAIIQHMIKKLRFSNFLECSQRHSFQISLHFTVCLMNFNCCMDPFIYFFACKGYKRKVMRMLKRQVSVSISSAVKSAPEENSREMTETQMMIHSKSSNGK
A3G deaminase: inhibitors of human APOBEC3G DNA deaminase; Q9HC16; recombinant A3G, ssDNA deamination FAM/TAMRA fluorescence; inhibition, % at 20 µM; 0.28% of 330,000 active;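 active = inhibition of at least 40% at 20 µM, with no more than 30% in the related APOBEC3A deaminase screen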;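 note: plate controls were DMSO wells with A3G for no effect and wells lacking A3G enzyme for full effect; some compounds called inactive have numbers as strong as hits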
Gli-Sufu block: Gli-Sufu pathway antagonism. inhibition, % at 5 µM. Sufu-KO-LIGHT fibroblasts, Gli luciferase reporter luminescence. AID 588413. 0.74% of 340,000 active;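 active = inhibition above about 55%, limit read from the data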;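 note: 0% = DMSO-treated cells and 100% = wells with medium but no cells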
CCR6 antagonist: antagonists of human CCR6 receptor; AID 493098; P51684; CHO-K1 CCR6 PathHunter beta-arrestin, luminescence, CCL20-stimulated; 0.49% of 340,000 active; inhibition, % at 20 µM;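 active = compounds whose inhibition of the agonist-driven luminescence signal at 20 µM reaches about 50%, limit read from the data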;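 note: cells stimulated with CCL20 at 14 nM final; plate controls were DMSO with CCL20 for no effect and DMSO without agonist for full effect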
Target sequence (P51684 whole entry, looked up): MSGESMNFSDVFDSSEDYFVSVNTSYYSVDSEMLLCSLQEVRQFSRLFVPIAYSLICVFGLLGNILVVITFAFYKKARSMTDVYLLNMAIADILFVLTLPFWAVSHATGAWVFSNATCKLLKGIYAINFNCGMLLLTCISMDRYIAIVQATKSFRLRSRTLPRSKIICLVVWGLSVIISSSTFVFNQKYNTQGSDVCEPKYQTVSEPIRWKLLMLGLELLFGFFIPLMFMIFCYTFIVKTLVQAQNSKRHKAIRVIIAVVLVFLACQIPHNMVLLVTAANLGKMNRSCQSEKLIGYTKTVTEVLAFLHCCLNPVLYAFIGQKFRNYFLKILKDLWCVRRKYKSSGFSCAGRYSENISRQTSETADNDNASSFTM
APOBEC3A inh: human APOBEC3A DNA deaminase inhibition. P31941. inhibition, % at 20 µM. 0.41% of 330,000 active. recombinant A3A, FAM/TAMRA ssDNA deamination fluorescence. AID 493011;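 active = at least 40% inhibition at 20 µM here, with at most 30% in a related deaminase screen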;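 note: plate controls were A3A with DMSO for no effect and wells lacking A3A enzyme for full effect; some results filed as inactive read as strong as hits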
Target sequence (P31941 whole entry, looked up): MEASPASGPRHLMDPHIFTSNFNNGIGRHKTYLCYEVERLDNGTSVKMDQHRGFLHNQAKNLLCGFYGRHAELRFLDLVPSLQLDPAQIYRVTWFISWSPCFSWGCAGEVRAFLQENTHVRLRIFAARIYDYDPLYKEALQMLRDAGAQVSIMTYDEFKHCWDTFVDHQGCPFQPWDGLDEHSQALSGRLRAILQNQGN
MPTP inh: inhibitors of mitochondrial permeability transition pore; isolated mouse mitochondria, Ca2+ swelling absorbance, 30 min; 1.4% of 360,000 active; inhibition, % at 10 µM;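 active = inhibition of 50% or more, scaled per plate between neutral and stimulator controls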;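 note: 0% = DMSO wells given calcium and 100% = 1 mM EGTA wells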
CXCR6 inh: CXCR6 (human) receptor inhibition; O00574; CHO-K1 PathHunter CXCR6 beta-arrestin, luminescence; inhibition, % at 20 µM; 0.36% of 360,000 active; in the data active = inhibition above about 34%, passing the limit was not always enough;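 note: antagonist mode with CXCL16 agonist at 10 nM final; 0% = 10 nM CXCL16 with DMSO and 100% = unstimulated wells without agonist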
GRIN3A LBD mod: modulates the human NR3A ligand-binding domain | 2.5% of 340,000 active | NR3A LBD differential scanning fluorimetry, Tm shift; 0% = protein alone, 100% = glycine-bound protein | AID 1259313 | Tm shift relative to glycine control, % at 25 µM;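 active = melting temperature shift of at least 10% of the positive control shift, at one fixed dose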
* hit, by the source's call; . = not tested or not shown.

SMILES | EBI2 antag | A3G deaminase | Gli-Sufu block | CCR6 antagonist | APOBEC3A inh | MPTP inh | CXCR6 inh | GRIN3A LBD mod
COc1ccc(/C(N)=N/OC(=O)c2ccc(Br)o2)cc1 | -5 | -8 | -64 | -21 | -1 | -0.8 | -26 | 14*
O=c1oc2ccccc2n1Cc1ccccc1F | 8 | -5 | -1 | 12 | -1 | 0.5 | 4 | 3
CCN1CCN(S(=O)(=O)c2ccc(S(=O)(=O)NCC3CCCO3)cc2)CC1 (centres undefined) | -6 | -7 | 3 | -9 | -4 | 0.5 | 4 | 1
CC(=O)OCC(OC(C)=O)C(OC(C)=O)C(OC(C)=O)C(=O)Nc1ccccc1 (centres undefined) | 0 | -6 | -1 | -5 | -3 | -4.8 | -10 | 0
COc1ccc(CNC(=S)Nc2ccc3nc(N4CCOCC4)cc(C)c3c2)cc1 | 16 | -5 | 17 | 16 | 0 | 2.7 | -10 | -3
CCN(CC)c1ccc(N=Nc2nn(C)c(C)c2[N+](=O)[O-])cc1 | 20 | 3 | -103 | 64* | 5 | 32 | 39 | 1
COc1ccc(Br)c(C(=O)OCC(=O)NC(=O)NC2CCCC2)c1 | 5 | 2 | 1 | 18 | 3 | -0.1 | -4 | 4
CC(=O)c1ccc(-c2nnc(CCC(=O)N(C)Cc3c(C)nc4ccccn34)o2)s1 | 9 | 9 | -3 | -2 | -4 | 0.1 | -9 | -1
COc1cccc(/C=N/NC(=O)CCc2c(C)n[nH]c2C)c1O | 3 | 9 | -2 | 2 | -4 | -0.1 | -7 | 1
Cc1cc(C)nc(NS(=O)(=O)c2ccc(NC(=S)NC(=O)C(C)C)cc2)n1 | -1 | 0 | -15 | -16 | -1 | -1.0 | 8 | -1
Cc1ccc(N2CC(NS(=O)(=O)c3cccs3)CC2=O)cc1 (centres undefined) | -14 | -8 | -3 | 3 | -3 | -1.1 | -1 | 0
COc1ccc(S(=O)(=O)ON=C2CC(C)(C)N(C(C)=O)C(C)(C)C2)cc1 | -14 | -20 | -1 | 12 | -4 | -1.6 | 7 | 0
O=C(CSc1nnc(Cc2ccc(Cl)cc2)o1)Nc1ccccc1 | -10 | -3 | -7 | -13 | 4 | 3.3 | -13 | 2
CCN1C(=O)/C(=C\N(C(C)=O)c2ccccc2)OC1=S | 23 | 0 | -10 | 19 | -3 | -1.6 | -4 | -4
COc1ccc(C(=O)NCCS(=O)(=O)N2CCCC2)cc1 | 2 | -7 | 3 | -3 | -2 | -2.4 | 11 | 1
COc1ccc(OC)c(NC2c3ccccc3C(=O)N2c2cccnc2)c1 (centres undefined) | -2 | 9 | -18 | 2 | 0 | -0.3 | -7 | -1
Cc1ccsc1C(=O)N1CCCC(CCC(=O)NCc2ccccc2F)C1 (centres undefined) | 7 | -2 | -2 | -3 | 0 | 1.5 | -2 | 1
CCC(=O)c1cc2c(cc1NC(=O)c1cccs1)OCCO2 | 3 | -5 | -10 | -1 | -1 | 0.2 | 13 | 1
Cc1ccc(C(=O)Nc2cc3c(cc2Cl)OCCCO3)cc1 | 3 | 0 | -69 | -2 | 6 | -5.7 | 8 | 1
Cc1ccc(C)c(OCC(=O)NCC(C)(C)N2CCOCC2)c1 | 14 | -1 | 1 | 7 | -1 | -0.2 | -2 | 0
Cc1cc(F)ccc1S(=O)(=O)N1CCCOC1CNC(=O)C(=O)NCc1cccnc1 (centres undefined) | 2 | -7 | 9 | -4 | -1 | -1.3 | -6 | -3
CC(=O)N1CCc2cc(S(=O)(=O)CCC(=O)N3CCN(c4ccccc4F)CC3)ccc21 | -9 | 17 | 48 | 3 | 2 | 0.1 | -9 | -2
CC(CCc1ccccc1)NC(=O)c1cncc(Br)c1 (centres undefined) | 11 | -7 | 5 | 13 | -4 | 0.7 | 1 | 0
NC(=S)Cc1ccccc1Cl | -3 | -2 | 6 | -1 | -6 | 1.6 | 7 | 1
O=C(NNC(=O)c1ccccc1O)c1ccc(-c2ccc([N+](=O)[O-])cc2)o1 | -13 | -4 | 16 | 27 | -2 | 0.1 | 0 | .
O=C(Cn1cnc2c(nnn2Cc2ccccc2)c1=O)NCc1ccco1 | -6 | -5 | -3 | 0 | -4 | -0.4 | 3 | -2
CN1CCN(C(=O)/C=C/c2ccc(Cl)cc2)CC1 | 93* | -8 | -1 | -4 | -3 | -0.2 | 7 | 1
O=C(CS(=O)(=O)Cc1ccccc1)Nc1ccc(S(=O)(=O)N2CCCCCC2)cc1 | 5 | -1 | 6 | -7 | -4 | -0.4 | -4 | 4
Cc1ccc(S(=O)(=O)Nc2cc(C(=O)NCCN(C)C)ccc2N2CCCCC2)cc1 | -3 | -5 | 13 | 13 | 0 | 12 | 7 | -2
COc1ccc(/C=N/OCC(=O)N2CC3(C)CC2CC(C)(C)C3)cc1OC (centres undefined) | -3 | -6 | -9 | -7 | -5 | 0.6 | -2 | 0

Looked up above:
Entry for CC(=O)OCC(OC(C)=O)C(OC(C)=O)C(OC(C)=O)C(=O)Nc1ccccc1 (centres undefined) in A3G deaminase: -6
Entry for NC(=S)Cc1ccccc1Cl in A3G deaminase: -2
Entry for Cc1cc(F)ccc1S(=O)(=O)N1CCCOC1CNC(=O)C(=O)NCc1cccnc1 (centres undefined) in Gli-Sufu block: 9

An excerpt from above in order of number of heavy atoms, descending.
SMILES | EBI2 antag | A3G deaminase | Gli-Sufu block | CCR6 antagonist | APOBEC3A inh | MPTP inh | CXCR6 inh | GRIN3A LBD mod
CC(=O)N1CCc2cc(S(=O)(=O)CCC(=O)N3CCN(c4ccccc4F)CC3)ccc21 | -9 | 17 | 48 | 3 | 2 | 0.1 | -9 | -2
Cc1ccc(S(=O)(=O)Nc2cc(C(=O)NCCN(C)C)ccc2N2CCCCC2)cc1 | -3 | -5 | 13 | 13 | 0 | 12 | 7 | -2
COc1ccc(OC)c(NC2c3ccccc3C(=O)N2c2cccnc2)c1 (centres undefined) | -2 | 9 | -18 | 2 | 0 | -0.3 | -7 | -1
Cc1ccc(C)c(OCC(=O)NCC(C)(C)N2CCOCC2)c1 | 14 | -1 | 1 | 7 | -1 | -0.2 | -2 | 0
CCC(=O)c1cc2c(cc1NC(=O)c1cccs1)OCCO2 | 3 | -5 | -10 | -1 | -1 | 0.2 | 13 | 1
CC(CCc1ccccc1)NC(=O)c1cncc(Br)c1 (centres undefined) | 11 | -7 | 5 | 13 | -4 | 0.7 | 1 | 0
CN1CCN(C(=O)/C=C/c2ccc(Cl)cc2)CC1 | 93* | -8 | -1 | -4 | -3 | -0.2 | 7 | 1

A run of entries of the results above, for reference:
SMILES | EBI2 antag | A3G deaminase | Gli-Sufu block | CCR6 antagonist | APOBEC3A inh | MPTP inh | CXCR6 inh | GRIN3A LBD mod
COc1ccc(OC)c(NC2c3ccccc3C(=O)N2c2cccnc2)c1 (centres undefined) | -2 | 9 | -18 | 2 | 0 | -0.3 | -7 | -1
Cc1ccsc1C(=O)N1CCCC(CCC(=O)NCc2ccccc2F)C1 (centres undefined) | 7 | -2 | -2 | -3 | 0 | 1.5 | -2 | 1

Remaining list, next part.
SMILES | EBI2 antag | A3G deaminase | Gli-Sufu block | CCR6 antagonist | APOBEC3A inh | MPTP inh | CXCR6 inh | GRIN3A LBD mod
O=C1c2ccccc2C(=O)N1CCOc1ccccc1Br | 13 | -8 | . | 9 | -4 | 2.2 | 8 | 1
O=S(=O)(c1ccccc1)n1ccc(-c2cnc(-c3ccccc3)s2)n1 | 31 | 1 | -51 | 22 | 0 | 1.0 | -12 | -4
CC(C)(C)C(=O)Nc1ccc(C(=O)COC(=O)C2=COCCO2)cc1 | -5 | -7 | -9 | 15 | 0 | -0.5 | -9 | 0
Cc1nn(CC(=O)NCCCN2CCCCC2)c(=O)c2cccn12 | -16 | -7 | 2 | 2 | -5 | 0.0 | 5 | 2
O=C(CSc1ncccn1)Nc1ccc2c(c1)OCO2 | -9 | -3 | 1 | 9 | -2 | 0.8 | 4 | -6
CC1(C)CC(=O)C=C(Nc2ccccc2C#N)C1 | -11 | 20 | 26 | 15 | -4 | 1.1 | -6 | 2
CCc1ccc(NC(=S)N(Cc2cccc(Br)c2)CC2CCC(C(=O)O)CC2)cc1 (centres undefined) | 6 | -16 | -3 | -5 | -5 | -0.9 | -11 | 0
COc1cccc2c(=O)c3c([nH]c12)OC(C)(C)C3 | -8 | -1 | 5 | 1 | 0 | 1.4 | 4 | -1
O=C(CC(c1ccccc1)c1ccccc1)Nc1ncn[nH]1 | 1 | -1 | -11 | 16 | 7 | 2.7 | 2 | 0
COC(=O)CNC(=O)C1CCN(c2nc(C)cc(C)n2)CC1 | -1 | -8 | 0 | 5 | -4 | -0.6 | 3 | 0
O=C(OCc1csc(-c2ccccc2)n1)c1ccc(O)cc1 | -3 | -4 | -17 | 0 | -1 | 0.4 | 4 | 20*
COc1ccc(-c2nnn(CC(=O)OC3CCCCC3)n2)cc1OC | 5 | 1 | -1 | 8 | 5 | 1.1 | -7 | 0
O=C(N/N=C\c1cccs1)c1sccc1-n1cccc1 | -4 | -1 | 8 | 9 | 4 | -2.2 | 0 | -2
CC(C)=CCC/C(C)=C/CC/C(C)=C/CC/C(C)=C/CC1=C(C)C(=O)c2ccccc2C1=O | 9 | 1 | 9 | 9 | 0 | 1.6 | -9 | -2
N#CCCN(C(=O)COc1ccc(F)cc1Br)c1ccccc1F | -6 | -6 | -4 | 16 | 1 | 0.1 | 3 | 0
CCc1nnc(NC(=O)c2ccc(NS(=O)(=O)c3ccccc3)cc2)s1 | 0 | -4 | 4 | -1 | -1 | 11 | 2 | -3
Cc1sc2ncnc(SCC(=O)NC3CC3)c2c1C | 0 | -1 | 2 | 10 | 7 | 2.4 | 9 | -4
CCOC(=O)N1CCN(S(=O)(=O)c2ccc3c(c2)CC(C)N3C(C)=O)CC1 (centres undefined) | 2 | 2 | 8 | 9 | 5 | -0.8 | -3 | -1
C=CCNC(=S)N1CCC(C(=O)c2ccc(Cl)cc2)CC1 | 5 | -3 | . | 10 | -8 | -1.0 | 2 | -3
COc1ccc(C(=O)Nc2ccc3c(c2)C(=O)NC3=O)cc1 | -3 | 11 | -3 | 1 | -3 | 0.9 | 3 | 0
O=C(COC(=O)Cc1ccc(S(=O)(=O)N2CCOCC2)s1)Nc1ccccc1 | 6 | -9 | -18 | 3 | -5 | -1.6 | 2 | -12
Cc1cccn2cc(CSc3ccccc3N)nc12 | -10 | -3 | -63 | 6 | 0 | 0.1 | 1 | 0
COc1cc(C(=O)NCC(=O)Nc2ccc(F)c(F)c2)ccc1OCC(=O)N1CCOCC1 | -9 | 5 | 0 | 12 | 25 | -0.4 | 6 | 3
CC(=O)Nc1ccc(S(=O)(=O)O)c(OC(C)=O)c1 | 7 | . | 4 | 8 | . | -0.1 | -2 | -1
CCc1ccc2nc(NC(=O)CCCc3cccs3)sc2c1 | -6 | -3 | -23 | 1 | -2 | 3.7 | 3 | -15

Structures listed so far shown as hits in CCR6 antagonist.
smiles	EBI2 antag	A3G deaminase	CCR6 antagonist	APOBEC3A inh	MPTP inh	CXCR6 inh	GRIN3A LBD mod
CCN(CC)c1ccc(N=Nc2nn(C)c(C)c2[N+](=O)[O-])cc1	20	3	64*	5	32	39	1

No enrichment for hits; any-hit rate near 5.8%.
